# TEAD-YAP inh – TEAD-YAP interaction inhibition | HEK-TIYL cells, TEAD-Gal4/YAP UAS-luciferase luminescence | AID 1259422 | inhibition, % at 9.12 µM | 640,000 compounds, 1.4% hits; in the data active = inhibition above about 32%;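 also: 0% = median of test compound wells and 100% = reference inhibitor wells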
# MITF inh – inhibitors of human MITF | O75030 | AlphaScreen MITF homodimerization, bead proximity signal | inhibition, % at 2.6 µM | 650,000 compounds, 0.91% hits | AID 1259374; in the data active = inhibition above about 50%;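 also: 0% = vehicle wells with protein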
# FBW7 act – human FBW7 E3 ligase activation, primary screen. Q969H0. AlphaScreen FBW7–phospho-cyclin E peptide binding, activator screen. normalized activity (activation), % at 26.1 µM. 650,000 compounds, 0.13% hits. AID 1259310; in the data active = normalized activity above about 1.9%;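 also: purified mutant Fbw7 with reduced substrate affinity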
# Target sequence (Q969H0 whole entry, looked up): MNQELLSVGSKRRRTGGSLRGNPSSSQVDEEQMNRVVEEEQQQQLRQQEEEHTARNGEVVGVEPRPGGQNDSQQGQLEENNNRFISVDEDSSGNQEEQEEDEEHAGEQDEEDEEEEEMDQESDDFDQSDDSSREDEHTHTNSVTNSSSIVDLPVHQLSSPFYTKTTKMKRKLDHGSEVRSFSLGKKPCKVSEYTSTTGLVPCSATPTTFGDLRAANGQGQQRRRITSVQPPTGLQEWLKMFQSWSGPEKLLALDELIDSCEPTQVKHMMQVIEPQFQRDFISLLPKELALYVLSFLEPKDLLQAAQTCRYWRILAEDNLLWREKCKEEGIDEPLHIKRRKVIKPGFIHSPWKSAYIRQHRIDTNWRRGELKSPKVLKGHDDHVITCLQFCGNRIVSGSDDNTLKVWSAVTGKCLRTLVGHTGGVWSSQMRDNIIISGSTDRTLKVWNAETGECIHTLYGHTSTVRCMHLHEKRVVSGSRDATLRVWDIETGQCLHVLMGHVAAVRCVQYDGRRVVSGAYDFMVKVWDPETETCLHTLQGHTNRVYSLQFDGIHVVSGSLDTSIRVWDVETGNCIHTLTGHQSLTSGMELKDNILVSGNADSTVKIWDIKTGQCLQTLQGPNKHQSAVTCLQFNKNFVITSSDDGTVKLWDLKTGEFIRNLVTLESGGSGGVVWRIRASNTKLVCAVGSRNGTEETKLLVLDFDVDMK
# GPR151 activ – activates the human receptor GPR151; PathHunter beta-arrestin GPR151 cells, luminescence; activation, % at 11.2 µM; 650,000 compounds, 1% hits; AID 1508602; in the data active = activation above about 4.9%;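 also: 0% = median of compound wells and 100% = cells with positive control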
# Target sequence (Q8TDV0 whole entry, looked up): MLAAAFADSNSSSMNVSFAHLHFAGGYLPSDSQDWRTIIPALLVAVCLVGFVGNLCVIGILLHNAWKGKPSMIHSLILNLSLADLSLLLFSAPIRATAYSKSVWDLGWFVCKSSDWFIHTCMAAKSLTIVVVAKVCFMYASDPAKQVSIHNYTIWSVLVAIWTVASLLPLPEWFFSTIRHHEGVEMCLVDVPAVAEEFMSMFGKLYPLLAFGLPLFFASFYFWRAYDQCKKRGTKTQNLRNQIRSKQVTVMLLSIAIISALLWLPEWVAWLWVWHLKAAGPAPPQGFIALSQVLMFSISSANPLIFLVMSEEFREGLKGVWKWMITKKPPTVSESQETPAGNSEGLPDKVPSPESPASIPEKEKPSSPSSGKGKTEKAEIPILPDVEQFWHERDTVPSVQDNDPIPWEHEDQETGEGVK
# * hit, by the source's call; . = no result given; & = joins results of further samples.
no.	Compound	TEAD-YAP inh	MITF inh	FBW7 act	GPR151 activ
1	O=C(CSc1nc(Nc2ccc3c(c2)OCO3)c2ccccc2n1)N1CCN(c2ccccc2)CC1	24	-6	0.0	2.0
2	O=C(Oc1ccc(F)cc1)c1cncc(Br)c1	-12	2	-0.1	0.4
3	Cc1ccccc1NS(=O)(=O)c1ccc(N2CCCC2=O)cc1	47*	4	0.0	0.1
4	CCc1cc2c(=O)c(-c3nc4ccccc4n3C)c(C(C)C)oc2cc1O	-4	7	0.2	-0.9
5	Cc1ccc2c(c1)n1cnnc1c1nncn21	4	9	0.0	0.0
6	CCN(CC)CCOC(=O)c1ccc(OC)cc1OCCN(CC)CC	-1	6	0.2	1.9
7	C=CCNC(=O)c1noc2c1CC(C(C)(C)C)CC2 (stereo not given)	-3	10	0.1	0.1
8	COc1ccc(NC(=O)Nc2nnc(CSc3ccc(C)cc3)s2)cc1	-13	10	0.2	1.0
9	O=C(N/N=C\c1ccc([N+](=O)[O-])cc1)c1ccc(O)cc1	-3	10	0.0	-1.5
10	Cc1cc(-c2nnc(CCC(=O)NCc3csc(C)n3)o2)c(C)o1	-7	1	0.3	0.6
11	c1ccc(-n2ncc3c(N4CCCCCC4)ncnc32)cc1	0	15	0.2	-1.6
12	Cc1ccccc1OCC(=O)Nc1sc2c(c1C(N)=O)CCCC2	-11	-3	-0.2	0.9
13	O=c1c(NC2CCCC2)c(-c2ccccc2)c1=O	6	16	0.3	-0.7
14	O=C(Cn1ncc2c(Cl)cccc21)NCc1ccccn1	-5	-5	0.0	-0.7
15	O=C(Nc1nnc(-c2ccccc2)s1)c1ccco1	-50	3	-0.1	0.3
16	CCOC(=O)N1CCc2c(sc3c2C(=O)NC(c2ccco2)N3)C1 (stereo not given)	-6	5	0.0	3.4
17	O=C(COc1ccccc1)NNC(=O)C1CC12CCC2 (stereo not given)	7	4	0.5	0.8
18	CC(C)(C)c1ccc(C(=O)NCC(=O)OCC(=O)Nc2ccc([N+](=O)[O-])cc2Cl)cc1	-5	4	0.2	0.1
19	Cc1ccc(NC(=O)/C(=C\c2ccco2)NC(=O)c2ccccc2Br)cc1	5	5	-0.1	-0.7
20	COc1cc(Cl)c(/C=C2/NC(=O)N(Cc3ccccc3F)C2=O)cc1OC	3	-4	-0.1	2.0
21	COc1ccc(C2OC(c3ccc(Br)cc3)=NN2C(C)=O)cc1 (stereo not given)	-13	4	0.1	1.1
22	Cc1ccc2nc(-c3ccc(N4C(=O)CC(N5CC(C)OC(C)C5)C4=O)cc3)sc2c1 (stereo not given)	-10	0	0.3	-1.0
23	Cc1c(CC(C)C)nc(N)c(C#N)c1-c1ccccc1	-8	-9	0.0	-0.2
24	CC(=O)COc1nc2c(C(F)(F)F)cc(-c3ccc4c(c3)OCO4)nc2o1	-2	-1	-0.1	-1.0
25	CCOCCOC(=O)C1=C(C)NC2=C(C(=O)CC(c3ccc(OC)cc3)C2)C1c1ccccc1Cl (stereo not given)	6	11	-0.5	-1.0
26	O=C(NCc1ccco1)/C(=C/c1ccccc1)NC(=O)c1cccc(Br)c1	8	-5	-0.1	5.2*
27	CNC(=O)CSc1nnc(COc2ccccc2C)n1-c1cccc(C)c1	-4	8	0.2	-0.6
28	CCOC(=O)/C(C#N)=N/Nc1ccccc1Cl	-2	-5	0.1	-0.6
29	COc1ccc(CN(C(=O)C(F)(F)F)C2CC(=O)N(c3ccccc3)C2=O)cc1 (stereo not given)	2	10	0.5	0.5
30	CNC(=O)CNC(=O)CNC(=O)c1ccccc1	11	-7	0.8	0.0
31	COC(=O)c1cc(S(=O)(=O)N2CCC(Cc3ccccc3)CC2)oc1C	-3	8	0.2	-1.6
32	Cc1ccc(-c2nnc(NC(=O)C34CC5CC(CC(C5)C3)C4)s2)cc1	2	20	-0.2	-0.5
33	O=S(=O)(Cc1ccccc1Cl)NCc1ccco1	5	-8	-0.2	1.6
34	CCn1c(Cn2nc(C)cc2C)n[nH]c1=S	-6	7	0.0	0.1
35	CN1C(=O)/C(=C\c2ccccc2)Sc2ccc(C(=O)NC3CCCC3)cc21	-1	-1	-0.1	-0.6
36	O=C1NC(=S)N(c2ccc(Cl)cc2)C(=O)/C1=C/c1ccc(O)cc1O	1	-7	0.0	0.7

# Other structures
# The line under a structure holds: TEAD-YAP inh, MITF inh, FBW7 act, GPR151 activ
37. Cc1cccc(NC(=O)N2CCCC(N3CCN(c4ccccc4)CC3)C2)c1 (stereo not given)
    2, 0, 0.0, -2.4
38. COc1cc(Br)cc(/C=C2/C(=O)N=C(N)N2C)c1O
    -4, -2, 0.4, -0.5
39. Cc1nc(NC(=O)CSc2ccc(-c3nc4ccccc4[nH]3)cn2)sc1C
    -46, 2, -0.3, -11
40. O=C(COc1ccc(F)cc1)NNC(=O)Cn1ccc(C(F)(F)F)n1
    -2, 6, 0.7, 3.0
41. Cc1cc(N2C(=O)CSC2c2ccccc2F)ccc1Br (stereo not given)
    -18, -15, 0.1, -0.4
42. O=c1oc2ccccc2cc1-c1nnc(Nc2ccc(Oc3ccc(Cl)c4ccccc34)c(Cl)c2)s1
    12, 13, 0.2, -1.6
43. Cc1ccc(C2(C)NC(=O)N(Cc3cc(=O)oc4cc(C)ccc34)C2=O)cc1 (stereo not given)
    -2, -9, -0.2, -0.6
44. CCOCCC(=O)Nc1ccc(OC)cc1
    12, 7, 0.0, -0.4
45. CC1CC2C3([N+](=O)[O-])CN(C)CC2([N+](=O)[O-])C(CC3=O)O1 (stereo not given)
    -2, -4, -0.4, -0.4
46. CCOC(=O)CCC(=O)Nc1c(C(=O)Nc2ccc(OC)cc2OC)oc2ccccc12
    -7, -4, 0.1, 0.5
47. Cc1cc(C)cc(NC(=O)C(=O)N/N=C/c2ccccc2O)c1
    30, 29, -0.1, 1.1
48. COc1ccc(NC(=O)c2ccc(N3CC4CC(C3)c3cccc(=O)n3C4)c(NC(=O)c3cccs3)c2)cc1Cl (stereo not given)
    -4, -1, 0.0, -0.6
49. COc1ccc(C2=N/C(=C\c3ccc(C)o3)C(=O)O2)cc1
    -1, 3, -0.2, 0.7
50. CS(=O)(=O)Nc1cc(CNCCCc2ccccc2)cc(C(=O)N2CCCCC2)c1
    15, -14, -0.1, -0.1
51. CCCCC1CCC(C(=O)Nc2c3c(nn2-c2ccc(F)cc2)CSC3)CC1 (stereo not given)
    -3, 9, 0.0, 2.9
52. COC(=O)C1C(=O)c2c([nH]c(C(=O)OCCOC(C)C)c2C)CC1C (stereo not given)
    -19, 4, 0.1, 3.0
53. C/C(=N\O)c1c(C)nc2ccc(Cl)cn12
    1, 5, 0.0, 3.0
54. CCCSc1nc2sc3c(c2c2nncn12)CCC3
    -14, 21, 0.2, 1.1
55. O=C(O)COc1ccccc1/C=N\NC(=O)CN1CCN(Cc2ccccc2Cl)CC1
    -7, -8, 0.1, -1.0
56. O=C(N/N=C/c1ccccc1C(F)(F)F)c1cccnc1
    -6, 2, -0.1, -1.5
57. CC1=C(C(=O)OCc2ccc(C)cc2)C(c2cccc([N+](=O)[O-])c2)NC(=O)N1 (stereo not given)
    -6, -2, 0.0, -1.4
58. O=C(Cn1nnnc1CN1CCCCCC1)NCc1ccc2c(c1)OCO2
    -2, 14, -0.1, 0.6
59. Cc1ccc(NC(=O)c2c(O)c3cccc4c3n(c2=O)CC4)cc1
    -3, -3, 0.1, 1.3
60. CC(=O)C(C(=O)C(F)(F)F)C12CC3CC(CC(C3)C1)C2 (stereo not given)
    -3, -2, -0.1, 0.5
61. CCOc1ccc(NC(=O)CSc2nc3c(sc(=S)n3-c3ccc(Cl)c(C)c3)c(=O)n2-c2ccc(OC)cc2)cc1
    11, -7, -0.2, 0.1
62. CC(=O)NS(=O)(=O)c1ccc(NC(=O)/C=C/c2cccc([N+](=O)[O-])c2)cc1
    3, 8, -0.1, -1.4
63. CN(Cc1cc2ccccc2s1)C(=O)CCc1nnc(Cc2c[nH]c3ccccc23)o1
    10, 3, 0.1, 1.4
64. CN(C)CCNC(=O)c1ccc(-c2cnc3c(Nc4ccccc4)nccn23)cc1
    -48, 5, -0.7, 1.0
65. COc1ccc(/C=C2\C(=O)NC(=S)N(c3ccc(C)cc3)C2=O)c(OC)c1
    1, -7, 0.1, 4.2
66. Cc1ccc(C(=O)COC(=O)CN(Cc2ccccc2)Cc2ccccc2)cc1
    -3, 13, 0.6, 0.9

# The last five entries of the part above come first, to join the parts:
# The line under a structure holds: TEAD-YAP inh, MITF inh, FBW7 act, GPR151 activ
62. CC(=O)NS(=O)(=O)c1ccc(NC(=O)/C=C/c2cccc([N+](=O)[O-])c2)cc1
    3, 8, -0.1, -1.4
63. CN(Cc1cc2ccccc2s1)C(=O)CCc1nnc(Cc2c[nH]c3ccccc23)o1
    10, 3, 0.1, 1.4
64. CN(C)CCNC(=O)c1ccc(-c2cnc3c(Nc4ccccc4)nccn23)cc1
    -48, 5, -0.7, 1.0
65. COc1ccc(/C=C2\C(=O)NC(=S)N(c3ccc(C)cc3)C2=O)c(OC)c1
    1, -7, 0.1, 4.2
66. Cc1ccc(C(=O)COC(=O)CN(Cc2ccccc2)Cc2ccccc2)cc1
    -3, 13, 0.6, 0.9
67. CC(=O)OCC1(COC(C)=O)COCC(COC(C)=O)(COC(C)=O)C1=O
    2, -3, 0.0, -0.1
68. Cc1ccc(-c2csc(C3=C(O)CN(CCCn4ccnc4)C3=N)n2)cc1
    -2, 46, -0.1, -2.3
69. O=c1c2ccccc2nc(SCc2cccc(F)c2)n1CC1CCCO1 (stereo not given)
    6, 5, 0.0, -0.4
70. Cc1ccc(-c2cc(C(=O)Nc3ccc(F)c(F)c3)c3ccccc3n2)s1
    1, 0, 0.1, 0.0
71. CC1(C)C(=O)N(c2ccccc2F)C(=O)c2ccccc21
    4, -4, -0.2, 0.4
72. CCCOc1cccc(C(=O)N(Cc2ccc(C)o2)C2CCS(=O)(=O)C2)c1 (stereo not given)
    7, 5, 0.5, 0.4
73. COC(=O)C1CCN(C2CCN(c3nc(C)c4ccc(OC)cc4n3)CC2)CC1
    1, 6, 0.2, 0.1
74. COc1cc(-c2nnc(SCCCCOc3ccccc3)o2)cc(OC)c1OC
    -6, -16, 0.0, -0.7
75. CC(=O)c1ccc(NC(=O)CSc2nc3ccc(NC(=O)c4ccccc4C(=O)O)cc3s2)cc1
    -36, 10, 0.1, -0.1
76. CCN(CC)C(=O)CSc1nc2ccccc2n1CC(=O)NC(C)(C)C
    5, 14, 0.0, 0.3
77. CC(=O)C1=C(C)Nc2sc(C(=O)c3cccc([N+](=O)[O-])c3)c(N)c2C1c1ccco1 (stereo not given)
    1, 6, 0.1, 1.3
78. COc1cc(/C=C2/NC(=S)NC2=O)ccc1OCc1ccccc1[N+](=O)[O-]
    3, -11, 0.1, 1.0
79. COc1cc(CCC(=O)OCC(N)=O)cc(OC)c1OC
    1, 14, 0.0, -0.5
80. COc1cccc(-c2cc(C(=O)N3CCCC3)n(C)n2)c1
    -4, 5, -0.2, 1.7
81. O=C1c2oc3ccccc3c(=O)c2C(c2ccccc2)N1c1ccccc1 (stereo not given)
    0, 12, 0.8, -1.8
82. CC1=C(C(=O)OC(C)C)C(c2ccc3c(c2)OCO3)C2=C(CCCC2=O)N1 (stereo not given)
    -11, -12, -0.1, -0.1
83. CC(c1ccccc1)n1c(-c2cccc(S(=O)(=O)N3CCOCC3)c2)n[nH]c1=S (stereo not given)
    3, -25, -0.2, 1.0
84. CCOc1ccc(CCNC(=O)CCc2nc3cccnc3n2CCOC)cc1
    9, 5, 0.0, -0.1
85. COc1ccccc1-n1cnc2cc(C(=O)NCc3ccc(F)cc3)ccc21
    1, -7, 0.0, -0.7
86. Cc1cccc(NC(=O)C2C3C=CC4(O3)C2C(=O)N(Cc2ccccc2Cl)C4C(=O)NC2CCCC(C)C2C)c1 (stereo not given)
    4, 12, 0.3, 0.0
87. COc1ccc(-c2cnnc(N(C)Cc3cccnc3)n2)cc1
    8, 4, -0.1, 2.0
88. COC(=O)c1cccc(C(=O)Oc2ccccc2)n1
    0, 10, -0.2, -0.3
89. COc1ccc(-c2cc3ccc(O)c(CN4CCCC4)c3oc2=O)cc1
    5, 9, 0.5, -0.1
90. NS(=O)(=O)c1ccc(NC(=O)CSc2nc(O)c(Cc3ccccc3)c(=O)[nH]2)cc1
    13, 9, 0.1, -0.1
91. COc1cc2c(cc1OC)C(COc1ccc([N+](=O)[O-])cc1)N(C(=O)c1ccccc1C)CC2 (stereo not given)
    2, 3, -0.1, 0.6
92. COc1ccc(S(=O)(=O)N(CC(=O)Nc2ccc(S(=O)(=O)N3CCOCC3)cc2)c2ccc(Cl)cc2)cc1
    8, -1, -0.1, -0.5
93. Cc1ccc(C(=O)Cn2c3c(sc2=N)CCCC3)cc1
    ., -2&-4, 0.0, -3.1&-1.7
94. CC(c1ccccc1)C(CC(=O)O)C(=O)NC1CCCCC1 (stereo not given)
    -1, -5, 0.1, 2.8
95. O=C1CCCN1CCn1cnc2c(NCc3nc4ccccc4[nH]3)nc(Nc3ccc4ncccc4c3)nc21
    59*, 6, -0.2, -1.7
96. COc1cc(NC(=S)Nc2ccc(N(C)C(C)=O)cc2)cc(OC)c1
    6, 3, -0.3, 1.0
97. O=C(O)c1ccc2c(c1)ncn2C1CCCCCC1
    3, -1, 0.0, -0.4
98. COc1ccccc1Cn1c(SCc2cccc(Cl)c2)nc2ccc(Br)cc2c1=O
    9, 8, 0.0, 1.8
99. O=C(Nc1cnn(-c2cccc(C(=O)Nc3ccncc3)c2)c1)Nc1ccccc1Cl
    13, -2, 0.1, -0.1

# Single records, as listed above.
# `COc1ccc(C2=N/C(=C\c3ccc(C)o3)C(=O)O2)cc1` is listed with TEAD-YAP inh = -1; MITF inh = 3; FBW7 act = -0.2; GPR151 activ = 0.7
# `CCOC(=O)N1CCc2c(sc3c2C(=O)NC(c2ccco2)N3)C1` (stereo not given) is listed with TEAD-YAP inh = -6; MITF inh = 5; FBW7 act = 0.0; GPR151 activ = 3.4

# Bioassay records deposited in PubChem BioAssay by The Scripps Research Institute Molecular Screening Center.
